# Screening data (PubChem BioAssay)
# TbREL1 inh: TbREL1 inhibition, primary screen | TbREL1 RNA ligation, FRET fluorescence | 89,000 compounds, 0.49% hits | P86926 | inhibition, % at 9.66 µM;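 active means inhibition above the mean inhibition across all screened compounds plus 3 SD, cut at about 11% in these data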;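 further: 0% = plate median of test wells and 100% = NSC42067 control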
# Target sequence (P86926 whole entry, looked up): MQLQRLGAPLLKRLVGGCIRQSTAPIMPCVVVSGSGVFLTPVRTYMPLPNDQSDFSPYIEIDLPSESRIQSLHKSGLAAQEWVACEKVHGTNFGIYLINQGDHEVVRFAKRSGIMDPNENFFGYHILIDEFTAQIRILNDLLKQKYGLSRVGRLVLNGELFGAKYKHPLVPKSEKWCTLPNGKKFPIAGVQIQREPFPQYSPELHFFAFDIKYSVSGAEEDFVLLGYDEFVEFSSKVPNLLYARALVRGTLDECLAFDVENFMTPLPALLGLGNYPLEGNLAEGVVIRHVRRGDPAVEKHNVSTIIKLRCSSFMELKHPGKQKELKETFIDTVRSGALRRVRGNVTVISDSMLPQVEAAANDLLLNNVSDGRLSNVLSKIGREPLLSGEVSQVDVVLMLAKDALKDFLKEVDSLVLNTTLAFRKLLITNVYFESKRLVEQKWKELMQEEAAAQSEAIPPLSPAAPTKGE
# * hit, by the source's call. A portion of the library (hit frequency here may not be typical).
SMILES	TbREL1 inh
Cc1c(C(=O)O)sc(S(=O)(=O)N2CCN(C(=O)Cc3ccc(F)cc3)CC2)c1C(=O)O	4
O=C(COC(=O)COc1ccccc1[N+](=O)[O-])Nc1cccc(Br)c1	2
O=C1NC(=S)CN1c1ccccc1	-1
COC(=O)C(=O)/C=C(\O)c1ccc(C)cc1	2
CCCn1c(SCC(=O)Nc2cccc(C)n2)nnc1-c1ccco1	-3
CC(C)(C)NC(=O)COC(=O)c1c2c(nc3ccccc13)CCC2	-3
Cc1c(Cl)cccc1NC(CC(=O)c1ccccc1)C(=O)OCC(=O)c1cccs1 (stereo unspecified)	4
COc1cccc(/C=N\N2CCN(c3ccc(C)cc3)CC2)c1O	-1
CC12CN3CC(C)(CN(C1)C3c1ccc3c(c1)OCO3)C2O (stereo unspecified)	3
CCC(C(=O)OCC(=O)c1c(N)n(CC(C)C)c(=O)n(C)c1=O)c1ccccc1 (stereo unspecified)	2
Nc1nonc1-c1noc(-c2ccccc2Br)n1	5
CCOc1ccc(NC(=O)CN(C)C(=O)C2CC(=O)N(Cc3ccco3)C2)cc1OCC (stereo unspecified)	-2
CC12CCC(C(=O)N(CC3CO3)C1=O)C2(C)C (stereo unspecified)	0
COc1cc(NC(=O)c2cc(S(=O)(=O)N3CCCCC3)ccc2N2CCOCC2)cc(OC)c1OC	-1
Cn1cnc(S(=O)(=O)NCc2ccc(Br)cc2)c1	1
Cc1ccc(C(=O)NCc2ccncc2)cc1S(=O)(=O)N1CCOCC1	4
COc1ccc(N2CCN(CCCNC(=O)Cn3c(=O)c4cccn4c4c(C)ccnc43)CC2)cc1	-9
COC(=O)c1cnn(-c2ccc(F)cc2F)c1/C=N/NC(=S)NC(C)(C)C	-4
CC(C)CCN1C(=O)c2ccc(C(=O)Nc3ccccn3)cc2C1=O	0
CCOC(=O)c1cnc(-c2ccccc2)nc1Oc1ccc(C)cc1	-2
CCOC(=O)N1CCN(C(=O)COc2cc(=O)n(C)c3ccccc23)CC1	4
CCc1nnc(NS(=O)(=O)c2ccc(NC(=O)COc3ccc4ccccc4c3)cc2)s1	-2
COc1ccc2[nH]c(=O)c(CN(C(=O)c3ccncc3)C(C)C)cc2c1	0
COc1cccc(Nc2nc(N)nc(-c3oc4ccccc4c3C)n2)c1	6
CC(=O)Nc1nonc1-c1nc2ccccc2n1N(C(C)=O)C(C)=O	0
O/N=C/c1cccnc1Sc1ccccc1	4
Cn1c(CSCc2ccccc2Cl)nnc1SCC(=O)Nc1nccs1	-2
CC(C)(C)OC(=O)N1CCC(N[C@@H](Cc2c[nH]c3ccccc23)C(=O)NCC(c2ccccc2)c2ccccc2)(C(=O)NC2CCCCC2)CC1	0
COC(=O)C1=C(C)NC2=C(C(=O)C(C(=O)OC)C(c3ccc(OC)cc3)C2)C1c1ccccn1 (stereo unspecified)	-1
c1ccc(Cn2c(SCC3CCC3)nnc2-c2cccnc2)cc1	-2

# Given as labelled records: part of the list above.
CCOC(=O)N1CCN(C(=O)COc2cc(=O)n(C)c3ccccc23)CC1
  TbREL1 inh: 4

CCc1nnc(NS(=O)(=O)c2ccc(NC(=O)COc3ccc4ccccc4c3)cc2)s1
  TbREL1 inh: -2

COc1ccc2[nH]c(=O)c(CN(C(=O)c3ccncc3)C(C)C)cc2c1
  TbREL1 inh: 0

COc1cccc(Nc2nc(N)nc(-c3oc4ccccc4c3C)n2)c1
  TbREL1 inh: 6

# Next records follow.
SMILES	TbREL1 inh
CCCCc1c(C)c2ccc(OC)c(/C(C)=N\O)c2oc1=O	1
Cc1ccc(CNC(=O)c2ccc(N(C)C)cc2)cc1	3
CCN1C(=NCCCOC(C)C)N[C@@H](c2ccccc2)[C@H](C(=O)OC)[C@H]1C	-1
O=c1[nH]c(Nc2ccc3c(c2)OCCO3)nnc1Cc1ccc(Cl)cc1	3
COc1ccc([N+](=O)[O-])cc1C1NN=C(c2cccc3ccccc23)S1 (stereo unspecified)	1
CCC(C)NC(=O)c1nn(C)c(=O)c2ccccc12 (stereo unspecified)	3
CC(C)OC(=O)Cn1c(=O)sc2ccccc21	7
O=C(CNCc1ccccc1Cl)NCc1ccco1	4
COc1ccc(-c2c(-c3cc(OC)cc(OC)c3)n(C)c3ccc(-c4ccc5cc[nH]c5c4)cc23)cc1	0
COc1cc(Cl)c(C)cc1NC(=O)CCNC(=O)c1ccco1	0
CC(=O)Nc1ccc(-c2csc(NC(=O)C3CSC4(C)CCC(=O)N34)n2)cc1 (stereo unspecified)	-2
Cc1ccc(-c2cc(C(F)F)n3ncc(C(=O)Nc4c(C)nn(Cc5c(Cl)cccc5Cl)c4C)c3n2)cc1	0
COc1ccc(OC)c(NC(=O)CCC(=O)Nc2nnc(C(F)(F)F)s2)c1	0
COc1ccccc1C(=O)OCC(=O)NC(=O)NC1CCCC1	2
CC(=O)NCCC(=O)Nc1nc(-c2ccc3ccccc3c2)cs1	0
O=C(OCC(=O)N1CCCC1)c1cc(Cl)ccc1[N+](=O)[O-]	-2
O=C(Nc1cccc(-c2csc(Nc3ccc(Cl)cc3)n2)c1)c1cc([N+](=O)[O-])cc(C(F)(F)F)c1	3
COc1cc(OC)cc(C(=O)NC2CC(C)(C)NC(C)(C)C2)c1	1
N#CCC(=O)N/N=C\c1ccc(OC/C=C/c2ccccc2)cc1	-3
N#Cc1ccc(/C=C2\CCn3c2nc2cc(C(=O)O)ccc2c3=O)cc1	1
Cc1ccc(C2=NN(C)c3nc4ccccc4n3C2)cc1	1
CC(=O)c1cccc(NC(=O)N2CCc3ccccc3C2)c1	-1
CC(C)Cc1nnc(NC(=O)CCC(=O)Nc2ccc(F)cc2)s1	0
CN(C)C1=NCCN1CCc1ccccc1	4
Cc1csc(NC(=O)CN2C(=O)c3ccccc3S2(=O)=O)n1	4
O=C(NCCCl)Nc1ccccc1OCCOc1ccccc1NC(=O)NCCCl	6
CN=c1scc(-c2c[nH]c3ccccc23)n1C	2
CC(C)(O)C#Cc1ccc(C(=O)N2CCC(CCC(=O)NC3CC3)CC2)cc1	6
CC(C)CCN1CCC(Cc2ccccc2)(NC(=O)c2ccccc2)C1=O (stereo unspecified)	3
CCN1/C(=C/C(C)=O)Sc2ccc(OC)cc21	-3
Cc1ccc(C)c(OCCOCCN2CCOCC2)c1	-3
O=S(=O)(NC(=NC1CCCCC1)c1ccccc1F)c1ccccc1	-2
CN1CCN(C(=O)c2cnn3c(C(F)F)cc(C4CC4)nc23)CC1	0
O=C(Nc1nc2ccccc2n1CCN1CCOCC1)c1ccc(Cl)cc1	-1
Cc1cccc(C)c1NC(=O)CSc1nc2c([nH]1)c(=O)n(C)c(=O)n2C	2
Cc1ccc(S(=O)(=O)Nc2nc(C)c(C(=O)N/N=C/c3ccccc3)s2)cc1	-4
CC(C)(C)c1cc2cccnc2n1Cc1cccc(F)c1	1
COc1ccc(OC)c(S(=O)(=O)N2CCC(C(=O)NC3CCCCCC3)CC2)c1	-2
Cn1c(-c2ccc(C=O)s2)nc2c3ccccc3c3ccccc3c21	3
Cc1nc(SCC(=O)NC2CCCCC2)[nH]c(=O)c1C	5
NC(=O)C1CCN(C(=O)CN2C(=O)c3ccccc3S2(=O)=O)CC1	0
COc1cc(C2=CN(Cc3ccccc3)CCC2=O)cc(OC)c1OC	-6
CC(=O)N1CCC(=NNS(=O)(=O)c2ccc(C)c([N+](=O)[O-])c2)CC1	0
CCn1c(SCC(=O)N2CCc3ccccc32)nnc1-c1c[nH]c2ccccc12	2
c1ccc(-c2csc(Nc3ccc4c(c3)OCO4)n2)cc1	1
Cc1ccc(NC(=O)N(Cc2ccc3c(c2)OCO3)Cc2cc3cc4c(cc3[nH]c2=O)OCCO4)cc1	-2
CCOc1ccc(CNC(=O)C2CCC(=O)N2C2CCCC2)cc1OC (stereo unspecified)	-2
Cc1cc(C)cc(NC(=O)C(=O)NCCCN2CCCC2=O)c1	-2
CCOC(=O)[C@@H]1[C@H]2COc3ccc(Br)cc3[C@@H]2N2C(=O)N(c3ccc(Br)cc3)C(=O)[C@]12C	0
COc1ccc(C2NC(=S)NC3=C2CCc2ccccc23)cc1OC (stereo unspecified)	-4
CN(Cc1nccs1)C(=O)c1ccc2nc(Cc3ccccc3F)oc2c1	-1
CCOc1ccc2oc(-c3ccccc3)c(C(=O)O)c2c1	6
CCc1cccc(C)c1NC(=O)COC(=O)CNS(=O)(=O)/C=C/c1ccccc1	6
Cc1cc(Br)ccc1OCCN1CC(C)OC(C)C1 (stereo unspecified)	4
COc1ccc(N2CCN(c3nc4cc(C)ccc4cc3C=O)CC2)cc1	-1
COc1ccc(/C=C2/C(=O)ON=C2c2ccccc2)cc1OC	-2
O=C(N[C@H](C(=O)N1CCC[C@H]1C(=O)NC1CCCC1)c1ccccc1)c1ccc(Cl)c(Cl)c1	0
Cc1noc(NC(=O)c2cccc(Cl)c2Cl)c1C#N	7
COc1ccccc1S(=O)(=O)Cc1ccc(C(=O)N2CCOCC2)o1	1
CC1CC(C)CN(S(=O)(=O)c2cccc3cccnc23)C1 (stereo unspecified)	-3

# Next part
SMILES	TbREL1 inh
C[C@H](NC(=O)c1nc[nH]c1C(=O)NCc1ccc(CNC(=O)OC(C)(C)C)cc1)C(=O)OC(C)(C)C	-2
O=C(CCc1ccccc1)NNC(=O)c1ccccc1F	-1
CC1Cc2ccccc2N1C(=O)NC1CC(=O)N(c2ccc3c(c2)OCCO3)C1 (stereo unspecified)	4
CCOC(=O)c1cncc(O)c1	-4
CN(C)[C@H]1CCN(c2cccc3c2S(=O)(=O)N2CC[C@@H](C2)O3)C1	-1
Cn1c(=O)c2c(ncn2CC(=O)Nc2nc(-c3ccc(F)c(F)c3)cs2)n(C)c1=O	6
COc1cc(OC)cc(-c2c(-c3ccc(F)cc3)c3cc(-c4ccc(OC)nc4)ccc3n2C)c1	6
O=C(NNS(=O)(=O)c1ccccc1)c1cnn(-c2ccccc2)c1-n1cccc1	-2
CCC(=O)Nc1nnc(CSCc2ccc(F)cc2)s1	-2
Cc1ccc(C(=O)NCCONC(=O)c2ccc(C)cc2)cc1	3
CC(C)(C)NC(=O)c1ccncc1	-2
CC(C)N1CCCCC(NC(=O)C(C)(C)C)C1=O (stereo unspecified)	0
C[C@@H]1CN([C@@H](C)CO)C(=O)CCCn2nncc2CO[C@H]1CN(C)C(=O)OCc1ccccc1	-1
O=C(C1CCCCC1)n1ccc2ccc(-c3ccc4ccn(Cc5ccccc5)c4c3)cc21	5
CC(C)(C)c1ccccc1NC(=O)c1ccc(-n2cncn2)c([N+](=O)[O-])c1	0
CCN(C(=O)C1CCN(c2ncccn2)CC1)c1ccccc1	-2
Cc1ccsc1C(C(=O)NC(C)(C)C)N(Cc1ccco1)C(=O)c1csnn1 (stereo unspecified)	-4
O=C(Cc1ccc(Cl)cc1)SCc1ccccc1	4
CCCCN(C)C(=O)CSc1nnc(-c2cc(OC)c(OC)c(OC)c2)o1	-3
Cc1cc(OCC(=O)Nc2cnn(CCCC(=O)O)c2)ccc1Cl	1
Cc1ccc2cc(C)c3nnc(SCC(=O)Nc4nc5c(s4)CCCC5)n3c2c1C	-2
Cc1cccc(NS(=O)(=O)c2ccc(Oc3ccccc3)cc2)n1	-1
OC(c1ccccc1)(c1ccccc1)C1CCN(CCCOc2ccccc2)CC1	8
CCSc1nnc(SCC(=O)NNC(=O)c2ccccc2F)s1	0
Cc1cc(-c2cc(C(=O)NC3CCCC3)on2)nc(NCC2CC2)n1	3
CC(NC(=O)c1ccc(CS(C)(=O)=O)cc1)c1ccc(-c2ccccc2)cc1 (stereo unspecified)	-6
O=C(NCc1ccc(C(F)(F)F)cc1)C12CN(Cc3ccccc3)CC1C(c1cccc([N+](=O)[O-])c1)=NO2 (stereo unspecified)	3
COc1ccc(NC(=S)Nc2cccc(C(F)(F)F)c2)c(C)c1	-6
Cc1ccc(C)c(N2N=C(C(=O)Nc3cccc(S(=O)(=O)N4CCCCC4)c3)CCC2=O)c1	0
O=C(NCCOc1ccccc1)C1CCC(=O)N(Cc2ccc(Cl)cc2)C1 (stereo unspecified)	0

# Sorted by value in TbREL1 inh (highest first): 5 of the compounds above.
SMILES	TbREL1 inh
O=C(CNCc1ccccc1Cl)NCc1ccco1	4
Cn1c(-c2ccc(C=O)s2)nc2c3ccccc3c3ccccc3c21	3
COc1cccc(/C=N\N2CCN(c3ccc(C)cc3)CC2)c1O	-1
CCN1/C(=C/C(C)=O)Sc2ccc(OC)cc21	-3
COc1cc(C2=CN(Cc3ccccc3)CCC2=O)cc(OC)c1OC	-6

# Additional structures
SMILES	TbREL1 inh
COc1cc2cc3c(N)c(C(=O)Nc4sc(C)c(C)c4C#N)sc3nc2cc1OC	9
Cc1ccccc1OCc1nnc(SCc2nc3ccccc3c(=O)[nH]2)n1C	0
CCC(=O)Nc1cc(C(=O)OCc2ccc(C(=O)Oc3ccccc3)cc2)ccc1C	-1
Cc1cc(C)nc(SCC(=O)O)n1	-2
CN(Cc1cn(-c2ccccc2)nc1-c1cc2ccccc2o1)C(=O)CCC(=O)O	2
C=CCn1c(SCC(=O)NNC(=S)Nc2ccccc2)nnc1-c1ccccc1	-9
COc1ccc(CNC(=O)O[C@H]2CC[C@@]34CCCN3C(=O)CCC[C@H]4C2)cc1	-2
CCCCn1c(N)c(N(CC)C(=O)c2cccc(F)c2)c(=O)[nH]c1=O	5
O=C(NC1CCCCC1)c1ccccc1NC(=O)C1CC(=O)N(c2ccccc2)C1 (stereo unspecified)	-2
CCC(CC)COC(=O)C(C#N)c1nc2ccccc2nc1N1CCN(CC)CC1 (stereo unspecified)	-2
